High-throughput results: PubChem BioAssay, several laboratories
procasp7 counter: procaspase-7 activators, primary screen, counter-screen for procaspase-3 activator project, biochemical, absorbance, HTS, human; AID 463210, 2010; recombinant procaspase-7, Ac-DEVD-pNA absorbance 405 nm; D23A/D198A/D206A triple mutant, cannot self-cleave; scale: DMSO 0, 5 µM enzyme 100; activation, % at 8.5 µM; 0.093% of 330,000 active; Caspase-7 (Homo sapiens), P55210;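 active means percent activation above the screen-wide mean plus 3 SD, cut at about 25% in these data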
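buffer or medium = Zinc-free HEPES/NaCl buffer, pH 7.4 | material = Procaspase-7 triple mutant (PC-7 D3A) | input = 2 µM procaspase-7 mutant as dispensed | signal = Epi-absorbance of released pNA at 405 nm, two timepoints | timing = 1 h preincubation, 2 h reaction | replicates = singlicate compound testing | evaluation = % activation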
GRK2 aptamer HTS: compounds blocking aptamer binding on GRK2 – biochemical, human GRK2, bead flow cytometry, HTS, primary screen. Beta-adrenergic receptor kinase 1 (Homo sapiens), P25098. FAM-aptamer displacement from GRK2. inhibition of aptamer binding, % at 10 µM. 0.59% of 330,000 active. AID 488847, 2010;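 active means inhibition of aptamer binding above 40%, roughly 3 SD of noise, on plates passing a quality check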;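 further: median bead fluorescence of bound FAM aptamer so fluorescent compounds give negative values; no value below 0 was filed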
Target sequence (P25098 whole entry, looked up): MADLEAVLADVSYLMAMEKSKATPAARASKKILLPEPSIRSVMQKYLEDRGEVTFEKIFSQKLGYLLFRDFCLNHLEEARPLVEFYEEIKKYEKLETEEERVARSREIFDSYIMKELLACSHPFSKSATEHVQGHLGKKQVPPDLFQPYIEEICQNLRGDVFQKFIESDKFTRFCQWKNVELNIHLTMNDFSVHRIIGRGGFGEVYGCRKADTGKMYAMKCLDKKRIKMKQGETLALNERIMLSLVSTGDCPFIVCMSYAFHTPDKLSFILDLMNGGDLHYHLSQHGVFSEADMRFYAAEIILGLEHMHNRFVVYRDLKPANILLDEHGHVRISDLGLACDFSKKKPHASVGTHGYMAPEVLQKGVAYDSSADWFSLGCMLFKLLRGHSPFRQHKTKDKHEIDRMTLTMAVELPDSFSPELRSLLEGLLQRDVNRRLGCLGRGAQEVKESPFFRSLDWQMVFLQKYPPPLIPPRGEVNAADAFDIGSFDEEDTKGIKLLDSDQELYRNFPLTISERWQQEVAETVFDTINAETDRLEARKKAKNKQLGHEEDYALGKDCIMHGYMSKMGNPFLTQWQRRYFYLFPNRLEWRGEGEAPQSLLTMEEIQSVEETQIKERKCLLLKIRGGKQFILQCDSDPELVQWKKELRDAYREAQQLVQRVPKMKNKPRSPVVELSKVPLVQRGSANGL
PP1 counter: PP1-alpha phosphatase inhibitors, primary screen, counter-screen for PP5 inhibitor project, biochemical, fluorescence, OMFP substrate, single point. Serine/threonine-protein phosphatase PP1-alpha catalytic subunit (Homo sapiens), P62136. purified PP1alpha. inhibition, % at 6.7 µM. 0.9% of 320,000 active. AID 2235, 2010;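 active means inhibition above the mean inhibition of all tested compounds plus 3 SD, computed separately for each screening campaign, cut at about 15% in these data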
VLA-4 inh: inhibition in human VLA-4 binding assay, primary screen, VLA-4 allosteric modulator project, MLPCN library, flow cytometry, VLA-4 expressing cells; Integrin alpha-4 (Homo sapiens), P13612; 0.2% of 330,000 active; ligand binding flow cytometry; inhibition, % (about 7 µM as worked out from the volumes in the protocol); in the data active means inhibition above about 50%
CTSL1 counter: Fasciola hepatica cathepsin L1 inhibitors, primary screen, counter-screen for PFM18AAP inhibitor project, biochemical, QFRET, fluorogenic peptide substrate | recombinant F. hepatica cathepsin L1, Z-Leu-Arg-MCA fluorescence | 0.49% of 300,000 active | inhibition, % at 5.96 µM | AID 1906, 2009;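 active means inhibition above the mean of all tested compounds plus 3 SD, set per screening campaign, cut at about 17% in these data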;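 further: 0% = plate median of test compound wells and 100% = 1 µM Z-Phe-Ala-diazomethylketone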
proCasp3 act: activators of human procaspase-3 D3A mutant, primary screen, biochemical, absorbance, PC-3 D3A mutant, single concentration; recombinant procaspase-3 D3A, Ac-DEVD-pNA absorbance 405 nm; activation, % at 8.5 µM; 0.11% of 330,000 active; AID 463141, 2010;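 active means activation above the mean of all tested compounds plus 3 SD, cut at about 21% in these data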;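 further: 0% = DMSO alone and 100% = DMSO wells spiked with extra 5 µM PC-3 D3A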
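Assay system – Procaspase-3 D3A mutant · Benchmarks – DMSO low control, extra-enzyme high control · Technique – 405 nm absorbance of p-nitroaniline, reads at 0 and 120 min · Doses – 8.5 µM nominal · Measure – % activation between DMSO and enzyme-spiked controls · Also added – Ac-DEVD-pNA chromogenic peptide substrate · Schedule – 1 h compound preincubation, 2 h substrate hydrolysis at 25 °C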
core dimer inh: inhibitors of HCV core protein dimerization, primary screen, biochemical, TR-FRET, high-throughput | TR-FRET GST/Flag-core106 dimerization, 1536-well | inhibition, % at 5 µM | 0.33% of 300,000 active;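 active means inhibition above the mean of all tested compounds plus 3 SD, set per screening campaign, cut at about 45% in these data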
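System – GST-tagged and Flag-tagged HCV core protein residues 1-106 · Repeats – one well for each compound · Technique – TR-FRET 671 and 617 nm emission · Doses – one concentration, 5 µM, in 0.5% DMSO · Times – 4 h, 22.5 °C incubation · Also added – Eu donor and XL665 acceptor anti-tag antibodies · Measure – percent inhibition of core106 dimerization signal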
PP5 inh: PP5 phosphatase inhibitors, primary screen, biochemical, fluorescence; Serine/threonine-protein phosphatase 5 (Homo sapiens), P53041; purified PP5c, OMFP substrate fluorescence; inhibition, % at 6.7 µM; 0.18% of 320,000 active; AID 1987, 2009;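 active means inhibition above the campaign's mean inhibition across all tested compounds plus 3 SD, cut at about 9.5% in these data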;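 further: 0% = DMSO only and 100% = 100 µM cantharidin control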
GASC-1 inh: inhibitors of GASC-1 histone demethylase, primary screen, biochemical, fluorescence, DELFIA europium; Lysine-specific demethylase 4C (Homo sapiens), Q9H3R0; GST-JMJD2C(1-420) H3K9me3 demethylation; inhibition, % at 2.35 µM; 0.069% of 330,000 active; AID 2099, 2009;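 active means more than half of a compound's replicate wells show inhibition beyond 50%, single wells judged on their own value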;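 further: signal counts dimethyl H3K9 product captured on neutravidin plate; 0% = median of DMSO wells and 100% = 0.3 times that DMSO median; strong numbers were not always called active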
Target sequence (Q9H3R0 1-420 limits assumed): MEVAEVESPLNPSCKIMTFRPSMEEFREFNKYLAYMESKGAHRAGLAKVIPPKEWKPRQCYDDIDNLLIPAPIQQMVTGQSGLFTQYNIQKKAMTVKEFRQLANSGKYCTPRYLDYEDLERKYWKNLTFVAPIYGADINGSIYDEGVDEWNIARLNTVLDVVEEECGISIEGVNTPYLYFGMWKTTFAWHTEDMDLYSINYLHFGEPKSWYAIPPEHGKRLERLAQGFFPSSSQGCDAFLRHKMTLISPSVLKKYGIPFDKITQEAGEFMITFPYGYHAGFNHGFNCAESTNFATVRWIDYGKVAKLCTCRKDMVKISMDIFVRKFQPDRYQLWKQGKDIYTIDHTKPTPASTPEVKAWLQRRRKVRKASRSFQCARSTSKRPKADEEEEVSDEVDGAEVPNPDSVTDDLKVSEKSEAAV
* hit, by the source's call; . = no result given; & = joins results of further samples.

| no. | smiles | PP1 counter | CTSL1 counter | GRK2 aptamer HTS | PP5 inh | proCasp3 act | GASC-1 inh | VLA-4 inh | procasp7 counter | core dimer inh |
| --- | --- | --- | --- | --- | --- | --- | --- | --- | --- | --- |
| 1 | Cc1ccccc1/C=C\c1nc2ccccc2c(=O)[nH]1 | 10 | 3 | 0 | 2.9 | -10 | 6 | 10 | 4 | 5 |
| 2 | CCOc1ccc(NS(=O)(=O)c2ccc(NC(=O)c3ccccc3C(=O)O)cc2)cc1 | -2 | 2 | 4 | 5.0 | -3 | 13 | -5 | -2 | -2 |
| 3 | O=C(COc1ncnc2ccccc12)N1CCOCC1 | 0 | -2 | 0 | -0.8 | -5 | -1 | 0 | 4 | -1 |
| 4 | Cc1nc(-c2ccc(F)cc2)c(CC(=O)NCC(=O)Nc2ccc(F)c(F)c2)s1 | -1 | . | 0 | -0.2 | -5 | -4 | -7 | -8 | . |
| 5 | COc1ccc(CCNC(=O)C2CCN(S(=O)(=O)N3CCC4(CC3)OCCO4)CC2)cc1OC | 2 | 0 | 6 | -1.5 | -5 | -6 | 0 | -1 | -6 |
| 6 | O=C(O)C1CC(O)CN1C(=O)c1ccco1 (stereo not drawn) | -3 | -7 | 5 | 1.0 | -2 | -15 | 4 | 2 | -1 |
| 7 | COC(=O)C1[C@H]2SC(C)(C)C(C(=O)OC)N2C(=O)N1Cc1nc2ccccc2s1 (stereo partly drawn) | -4 | -2 | 1 | 1.5 | 0 | -13 | 2 | 1 | -7 |
| 8 | CCOc1ccccc1C(=O)Nc1ccc(NC(=O)c2ccccc2)cc1 | -2 | 17 | 3 | -1.4 | -8 | -4 | -2 | -4 | -6 |
| 9 | COc1cccc2cc(C(=O)NCCC3=CCCCC3)c(=O)oc12 | 0 | -7 | 3 | 5.4 | -2 | 12 | -4 | 0 | -3 |
| 10 | CCn1c(SCC(=O)Nc2ccc(C(=O)OC)cc2)nc2cccnc21 | -1 | 0 | 3 | 0.8 | 0 | 6 | 6 | 0 | -9 |
| 11 | Cc1[nH]oc(=O)c1N=Nc1ccc2[nH]c(=O)[nH]c2c1 | 2 | 1 | 0 | 1.1 | 0 | 5 | -3 | -32 | -13 |
| 12 | O=C(CCN1C(=O)c2ccccc2C1=O)Nc1ccccc1C(F)(F)F | -3 | -1 | 0 | -3.9 | -8 | 0 | 7 | -6 | -3 |
| 13 | CCCOc1ccc(/C(O)=C2/C(=O)C(=O)N(CCN(C)C)C2c2ccncc2)cc1 (stereo not drawn) | -1 | 1 | 0 | 2.0 | -4 | 0 | 15 | -1 | 2 |
| 14 | Cc1nc(C)c(-c2ccc(SCc3ccc(Cl)cc3)nn2)s1 | 0 | 0 | 0 | 1.9 | 5 | -11 | 2 | 0 | 3 |
| 15 | Cc1cc(/C=N/NC(N)=S)c(C)n1-c1ccc(Cl)cc1 | 0 | 17* | 3 | 0.3 | -3 | 5 | -1 | -17 | 14 |
| 16 | O=C(O)CSCC(=O)N1CCN(c2cc(C(F)(F)F)nc3ccccc23)CC1 | -5 | 0 | 0 | 1.6 | 4 | -21 | 0 | -2 | -6 |
| 17 | O=C(COc1ccc(S(=O)(=O)NC2CCCCC2)cc1Cl)Nc1ccc2c(c1)OCO2 | 7 | 5 | 2 | 3.0 | -5 | 1 | -14 | 6 | 5 |
| 18 | CCc1ccc(-n2c(=O)c3c(C)c(C)sc3n(CC(=O)NCC3CCCO3)c2=O)cc1 (stereo not drawn) | -3 | 2 | 0 | -0.1 | 9 | 3 | 5 | 5 | -3 |
| 19 | O=C(NCCCCc1ccccc1)C1CC(c2ccccc2C(F)(F)F)=NO1 (stereo not drawn) | 6 | 0 | 0 | 1.7 | 2 | 3 | 1 | -8 | -1 |
| 20 | Cc1ccccc1N1CCN(c2ncnc3c2cnn3Cc2ccc(Cl)cc2)CC1 | -2 | -6 | 2 | 3.7 | -7 | 5 | 1 | 6 | 9 |
| 21 | Cc1nc(Cl)c2c(n1)NC(=O)CO2 | -6 | -2 | 2 | 0.1 | 8 | 7 | 24 | 0 | 1 |
| 22 | Cc1ccccc1OC(C)C(=O)Nc1ccc(S(=O)(=O)N2CCCC2)cc1 (stereo not drawn) | -4 | -1 | 0 | 1.3 | 3 | -4 | -5 | -2 | 4 |
| 23 | Cc1cc(C)n2nc(S(=O)(=O)NCCc3ccccc3)nc2n1 | -6 | -3 | 0 | 3.6 | 6 | -7 | 8 | 2 | -2 |
| 24 | COc1cc(NC(=O)c2cc([N+](=O)[O-])ccc2NC(=O)CNC2CCCCC2)cc(OC)c1 | 7 | 1 | 1 | 4.2 | 4 | 4 | -10 | 3 | 12 |
| 25 | O=C(CSc1nnc(CNC(=O)c2cccs2)o1)Nc1ccc2c(c1)OCO2 | 1 | -3 | 0 | 3.1 | 5 | 18 | 6 | 6 | 9 |
| 26 | CCNc1nc(NCC)n2c(SCC(=O)Nc3ccccc3)nnc2n1 | -1 | -2 | 0 | 0.3 | 2 | 2 | 0 | 5 | -1 |
| 27 | Cc1cc(C)nc(SCC(=O)Nc2ncc(Cc3cccc(Cl)c3Cl)s2)n1 | 4 | 3 | 0 | -2.0 | 8 | -3 | 5 | 10 | 11 |
| 28 | CCOc1cc(C(=O)Nc2ccc(S(=O)(=O)N3CCOCC3)cc2)cc(OCC)c1OCC | 6 | -3 | 0 | 1.1 | 2 | 27&-19 | 2 | 6 | 4 |
| 29 | CCOC(=O)c1cc(-c2ccc(F)cc2)n(CCC(=O)NC2CCN(Cc3ccccc3)CC2)c1C | -3 | 1 | 0 | 3.8 | 0 | -7 | -2 | -8 | -10 |
| 30 | O=C(NCC1CCCO1)c1ccc(S(=O)(=O)Nc2ccccc2F)cc1 (stereo not drawn) | -6 | -2 | 0 | -2.1 | 1 | 9 | 5 | -3 | 1 |

More results
| no. | smiles | PP1 counter | CTSL1 counter | GRK2 aptamer HTS | PP5 inh | proCasp3 act | GASC-1 inh | VLA-4 inh | procasp7 counter | core dimer inh |
| --- | --- | --- | --- | --- | --- | --- | --- | --- | --- | --- |
| 31 | COc1ccc(C(NC=O)c2cc(OC)c(OC)cc2Br)cc1OC (stereo not drawn) | -2 | 0 | 3 | 1.8 | -11 | -1 | -4 | 0 | -6 |
| 32 | C=CCOC(=O)C1=C(C)Nc2nnnn2C1c1cccs1 (stereo not drawn) | -7 | 5 | 4 | 2.5 | -5 | 7 | -10 | -9 | -1 |
| 33 | COc1ccccc1CNC(=O)[C@H](C)NC(=O)[C@@H]1Cc2ccccc2CN1 | 2 | 2 | 1 | -0.4 | 6 | -10 | -2 | 6 | 1 |
| 34 | O=C1COc2ccc(C(=O)COC(=O)/C=C/c3ccco3)cc2N1 | 2 | . | 12 | -1.3 | -8 | 9 | 11 | -8 | . |
| 35 | CCOC(=O)C1(Cc2cccc(OC)c2)CCN(Cc2ccc(OC)c(OC)c2)CC1 | 3 | -3 | 1 | -1.2 | 0 | 11 | 0 | 10 | 2 |
| 36 | CCN(C(=O)CSc1nnnn1-c1ccc(Cl)cc1)C1CCS(=O)(=O)C1 (stereo not drawn) | . | . | 0 | . | -3 | 9 | 7 | 1 | . |
| 37 | CN(CC(=O)Nc1ccccc1Br)CC(=O)Nc1ccccc1-c1ccccc1 | -1 | . | 0 | 4.7 | 6 | 3 | 0 | -13 | . |
| 38 | CC(c1ccc(F)cc1)n1c(-c2cccs2)n[nH]c1=S (stereo not drawn) | 0 | 1 | 5 | 3.6 | -17 | 6 | -1 | -12 | 3 |
| 39 | Cn1c(NC(=O)c2ccco2)cc(=O)n(C)c1=O | 3 | 2 | 2 | -1.9 | 1 | 0 | 1 | 10 | -4 |
| 40 | Cc1c(Cl)cccc1NC(=S)N(CCN(C)C)C(C)c1ccccn1 (stereo not drawn) | 2 | 1 | 0 | -1.8 | 7 | 5 | 6 | -8 | -10 |
| 41 | COc1ccc(S(=O)(=O)Nc2ccc(NC(C)=O)cc2)cc1OC | -2 | 2 | 1 | 1.2 | 7 | -12 | 6 | -4 | 0 |
| 42 | COc1cc2ccccc2cc1C(=O)Nc1ccc(NC(=O)c2cccs2)cc1 | 1 | 7 | 0 | 4.2 | -9 | -7 | -11 | 3 | 4 |
| 43 | CCOC(=O)N/N=C/c1cn(Cc2ccc(Cl)cc2)c2ccccc12 | 1 | 4 | 0 | 1.5 | -5 | -2 | 5 | -13 | 4 |
| 44 | Cc1ccc(/C=C2/Sc3ccccc3N(CC(=O)NCC3CCCO3)C2=O)cc1 (stereo not drawn) | 0 | 1 | 0 | 1.9 | -2 | 2 | -2 | -10 | 4 |
| 45 | O=C(CSCc1cc(=O)n2ccsc2n1)Nc1ccc(F)cc1 | -2 | -1 | 0 | 1.3 | 10 | -5 | 3 | -2 | 7 |

Sorted by value in GASC-1 inh (rising): 3 from the list above
| nr | structure | GASC-1 inh |
| --- | --- | --- |
| 31 | COc1ccc(C(NC=O)c2cc(OC)c(OC)cc2Br)cc1OC (stereo not drawn) | -1 |
| 40 | Cc1c(Cl)cccc1NC(=S)N(CCN(C)C)C(C)c1ccccn1 (stereo not drawn) | 5 |
| 36 | CCN(C(=O)CSc1nnnn1-c1ccc(Cl)cc1)C1CCS(=O)(=O)C1 (stereo not drawn) | 9 |

Whole records as entered above. Screens in order: PP1 counter | CTSL1 counter | GRK2 aptamer HTS | PP5 inh | proCasp3 act | GASC-1 inh | VLA-4 inh | procasp7 counter | core dimer inh
CN(CC(=O)Nc1ccccc1Br)CC(=O)Nc1ccccc1-c1ccccc1 is entered as -1 | . | 0 | 4.7 | 6 | 3 | 0 | -13 | .
O=C(CSCc1cc(=O)n2ccsc2n1)Nc1ccc(F)cc1 is entered as -2 | -1 | 0 | 1.3 | 10 | -5 | 3 | -2 | 7
COc1ccc(C(NC=O)c2cc(OC)c(OC)cc2Br)cc1OC (stereo not drawn) is entered as -2 | 0 | 3 | 1.8 | -11 | -1 | -4 | 0 | -6
